# PKM2 activator: PKM2 (human) enzyme activation. 0.34% of 260,000 active. purified PKM2, Kinase-Glo ATP luminescence, activation; response scale: 0% is enzyme alone, no compound. Potency, µM (titrated, usually from 57.5 µM), for inactives: top-dose activation, most hits filed as activators; also: potency is read from the fitted curve at half-maximal effect; % is scaled to controls: 0 for no effect and ±100 for the full control effect; nearly all actives have a fitted effect of over 55% in size
#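 Purified hPK-M2 (>95%) run at intermediate activity with 0.1 mM ADP and 0.5 mM PEP in 50 mM imidazole pH 7.2, KCl, MgCl2; 1 h room temperature. ATP formed read by Kinase-Glo luminescence; normalized to uninhibited and no-enzyme controls.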
# USP2a inh: blocks human ubiquitin-specific protease USP2a | O75604 | USP2 core, Ub-CHOP2 coupled fluorogenic reporter, 485/531 | Potency, µM (series often up to 38.3 µM), for the others: top-dose activity change, negative = inhibition, hits mostly inhibitors | 0.01% of 330,000 active | AID 463254;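 also: potency is read from the fitted curve at half-maximal effect; plate controls were DMSO wells for no effect and full inhibition by NEM control for full effect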
#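 USP2 core (10nM final) preincubated 30min RT with compound in 20mM Tris-HCl pH 8.0, 2mM CaCl2, 2mM beta-mercaptoethanol, 0.05% CHAPS; 25nM Ub-CHOP2 plus 25nM reporter substrate added, fluorescence (Ex485/Em531) read after 60min.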
# Menin MLL FP TR: menin-MLL binding inhibition, Texas Red mutant peptide; O00255; Menin + Texas Red MLL mutant peptide, fluorescence polarization; Potency, µM (titrated, usually from 61.6 µM), for the others: at the highest dose FP activity change, negative = inhibition, usual class: inhibitors; 0.23% of 270,000 active; active = well fitted inhibition curve with a large enough effect in the polarisation, with a control signal flat, not every such curve was filed as active; inconclusive = small, poorly fitted or top-dose-only effect, or effect the other way, or a change in a side signal; inactive = no such curve, though single readings can be large or run the other way; the % refers to the polarisation; also: potency is read from the fitted curve at half-maximal effect; % of control where 0% means no effect; many of its hits are not listed in these tables
# Target sequence (O00255 whole entry, looked up): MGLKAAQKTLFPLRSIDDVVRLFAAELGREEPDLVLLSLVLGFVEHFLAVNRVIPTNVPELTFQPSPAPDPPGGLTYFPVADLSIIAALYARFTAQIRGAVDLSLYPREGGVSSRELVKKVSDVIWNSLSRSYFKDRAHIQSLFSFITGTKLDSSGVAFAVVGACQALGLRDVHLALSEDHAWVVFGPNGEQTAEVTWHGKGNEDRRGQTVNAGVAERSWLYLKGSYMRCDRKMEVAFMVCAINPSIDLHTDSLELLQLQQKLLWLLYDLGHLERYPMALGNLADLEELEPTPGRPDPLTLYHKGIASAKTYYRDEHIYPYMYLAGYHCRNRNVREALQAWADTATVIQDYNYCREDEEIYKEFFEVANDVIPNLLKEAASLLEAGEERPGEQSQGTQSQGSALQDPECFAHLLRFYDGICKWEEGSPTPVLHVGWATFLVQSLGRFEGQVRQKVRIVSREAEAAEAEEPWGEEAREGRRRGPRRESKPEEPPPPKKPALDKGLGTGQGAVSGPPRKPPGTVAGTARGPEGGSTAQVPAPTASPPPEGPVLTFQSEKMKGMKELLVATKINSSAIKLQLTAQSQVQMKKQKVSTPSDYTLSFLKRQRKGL
# Giardia kill: kills Giardia lamblia; activity change, % at 7.66 µM, hits read low; 0.15% of 340,000 active; AID 540267; Giardia lamblia trophozoite viability; in the data active = activity change below about -80%; inconclusive = between about -30% and that limit;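 also: parasites exposed to compound for two days anaerobically before the ATP read; % is scaled to controls: 0 for no effect and ±100 for the full control effect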
#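 Killing of trophozoites was scored by loss of ATP luminescence after a 48 hrs anaerobic exposure to compounds at 37 deg C, using 100 cells per well.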
# B2AR arrestin: beta2AR (human) beta-arrestin recruitment activity; P07550; beta-arrestin recruitment to beta2AR, cell-based reporter; Potency, µM (highest dose often 46.1 µM), for inactives: top-dose activation, actives largely listed as activators; 0.02% of 330,000 active;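 also: potency is read from the fitted curve at half-maximal effect; 0% = DMSO controls and full agonism = EC100 isoproterenol or metaproterenol; nearly all actives have a fitted effect of over 65% in size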
# Target sequence (P07550 whole entry, looked up): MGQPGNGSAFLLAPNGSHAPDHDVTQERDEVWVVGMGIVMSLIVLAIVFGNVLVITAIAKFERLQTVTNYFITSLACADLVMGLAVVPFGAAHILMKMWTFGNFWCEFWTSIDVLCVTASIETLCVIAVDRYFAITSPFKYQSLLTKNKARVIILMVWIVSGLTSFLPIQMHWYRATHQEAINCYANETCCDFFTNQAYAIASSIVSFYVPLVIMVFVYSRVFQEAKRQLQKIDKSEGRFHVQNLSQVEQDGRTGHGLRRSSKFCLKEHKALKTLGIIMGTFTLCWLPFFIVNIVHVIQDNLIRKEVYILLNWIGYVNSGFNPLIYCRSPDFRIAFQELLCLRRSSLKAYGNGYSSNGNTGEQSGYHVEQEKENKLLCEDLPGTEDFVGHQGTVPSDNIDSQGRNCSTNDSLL
# Coupling enz: coupling enzyme interference in Giardia aldolase counter-screen; coupling enzyme system counterscreen, AmpLite Red fluorescence; activity change, negative = inhibition, % at 58.2 µM, hits read low; 0.67% of 290,000 active; in the data active = activity change below about -30%; also: % is scaled to controls: 0 for no effect and ±100 for the full control effect
#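 Activity here indicates interference with the coupling reaction, not aldolase inhibition. Compounds at 57.5 uM final met coupling enzymes for 10 min at RT; substrate and AmpLite Red detection followed, with a 525/598 nm fluorescence read after 20 min.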
# KCNH2 3.1 block: inhibitors of human KCNH2 3.1 potassium channel isoform; activity change, % (tested at about 1.8 µM); U2OS KCNH2 3.1, thallium flux FluxOr; stronger effect = lower value; 0.95% of 340,000 active; AID 720553;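 active = maximum activity change below -70%; inconclusive = maximum activity change from -70% to -50%; inactive = maximum activity change above -50%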;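 also: thallium influx rate constant from kinetic fluorescence after stimulation buffer; % is scaled to controls: 0 for no effect and ±100 for the full control effect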
#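 Virally transduced U2OS (3.1 isoform, 4 h infection in dark at RT) → overnight 37 C → FluxOr + Red40 in HBSS/HEPES, 45 min → stimulation buffer, 2 min kinetic read → rate constant vs DMSO controls.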
# hERG WT inh: KCNH2 (human, wildtype) channel inhibition | activity change, % at 1.84 µM | 0.37% of 340,000 active | U2OS, BacMam KCNH2, thallium flux FluxOr; stronger effect = lower value | AID 720551 | Q12809;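 active = maximum activity change below -70%; inconclusive = maximum activity change between -70% and -50%; inactive = maximum activity change above -50%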; also: % is scaled to controls: 0 for no effect and ±100 for the full control effect
#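 U2OS cells transduced with wild-type KCNH2 virus are loaded with FluxOr dye for 45 min, and thallium flux is measured in kinetic reads before and after stimulation buffer. Rate constants are normalized to DMSO controls.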
# TRPV1 agonist: activates the human vanilloid receptor TRPV1. Q8NER1. TRPV1-expressing cells, Fluo-8 calcium influx, agonist mode. activation, % at 8.33 µM. 0.19% of 320,000 active. AID 540275; in the data active = activation above about 80%; inconclusive = between about 30% and that limit; also: 0% is about no effect
#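 Cells expressing TRPV1 were dye-loaded with Fluo-8 and read kinetically: 10 s baseline, 3 min after compound (agonist portion), then 2 min after EC20 capsaicin (allosteric enhancer portion). Calcium-bound dye fluorescence at 480/520 nm.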
# GALK inh: inhibitors of human galactokinase. P51570. Purified GALK, Kinase-Glo residual ATP luminescence. Potency, µM (top dose mostly 57.5 µM), for the others: at the highest dose activity change, negative = inhibition, most hits filed as inhibitors. 0.007% of 270,000 active. AID 1868; also: potency is read from the fitted curve at half-maximal effect; % is scaled to controls: 0 for no effect and ±100 for the full control effect
#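 ATP-depletion format; final 35 uM ATP, 100 uM D-galactose, 5 nM enzyme; pH 8.0 HEPES/Mg2+ buffer; 60 min RT; luminescence read 10 min after detection reagent.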
# CXXC DNA block: inhibitors of human MLL CXXC domain-DNA interaction; Q03164; MLL-CXXC / FITC-HOXA9 DNA fluorescence polarization; Potency, µM (top dose mostly 115 µM), for the others: at the highest dose activity change, negative = inhibition, most hits filed as inhibitors; 0.037% of 290,000 active; AID 2662; active = well fitted inhibition curve with a large enough effect in the polarisation, with a control signal flat, not every such curve was filed as active; inconclusive = small, poorly fitted or top-dose-only effect, or effect the other way, or a change in a side signal; inactive = no such curve, though single readings can be large or run the other way; the % refers to the polarisation; also: potency is read from the fitted curve at half-maximal effect
#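 Steps: dispense CXXC domain solution (7 uM) → pin compounds or unlabeled HOX-A9 DNA control → 5 min ambient → add FLSN-HOX-A9 solution (50 nM) → spin → 30 min ambient → fluorescence polarization. Tris pH 7.5/NaCl/DTT/BSA buffer.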
# * marks the source's active call; other numbers are inactive results; ? = inconclusive; · = no result given; [ ] = remark or other dose. Unless noted, calls follow the shape of the dose curve; as a rule, active = well fitted curve in the direction sought with a large enough effect; inconclusive = small, poorly fitted or top-dose-only effect, or another doubt; inactive = no such curve, though single readings can be large; an effect the other way counts as inactive or inconclusive. A portion of the library; the hit share may differ from the screen's.
# The first seven compounds (preview)
# Below each SMILES – PKM2 activator	USP2a inh	Menin MLL FP TR	Giardia kill	B2AR arrestin	Coupling enz	KCNH2 3.1 block	hERG WT inh	TRPV1 agonist	GALK inh	CXXC DNA block
1: O=C(c1ccc(Br)o1)N1CCN(Cc2ccc3c(c2)OCO3)CC1
  -6%	-1%	4%	25	0.3%	2	-3	18	22	0%	1%
2: CC(C)CN(Cc1c(O)ccc2c3c(c(=O)oc12)CCC3)CC(C)C
  -9%	1%	-17%	20	-0.6%	-3	7	-1	16	0%	-4%
3: Cc1cc(C)c2nc(Cl)c(CN(Cc3ccco3)C(=O)Nc3ccccc3C)cc2c1
  5%	1%	-4%	-22	-0.7%	-5	5	2	-5	0%	5%
4: Cn1c(=O)c2c(nc(Sc3ncnn3CC(=O)NC(C)(C)C)n2C)n(C)c1=O
  -14%	1%	4%	-12	0.0%	2	14	5	-1	1%	8%
5: Cc1ccc(S(=O)(=O)N2CCN(C(=O)C3COc4ccccc4O3)CC2)cc1C (stereo not given)
  19%	-2%	-15%	13	0.4%	4	8	-20	-3	-1%	-5%
6: Cn1cnnc1SCc1cccc(Br)c1
  -9%	-2%	-3%	-4	0.4%	0	10	3	1	2%	-7%
7: O=C(CNS(=O)(=O)c1ccccc1)N1CCc2ccccc2C1
  1%	0%	-22%	4	-0.8%	4	10	3	13	7%	-1%

# Results, previewed entries included:
# Below each SMILES – PKM2 activator	USP2a inh	Menin MLL FP TR	Giardia kill	B2AR arrestin	Coupling enz	KCNH2 3.1 block	hERG WT inh	TRPV1 agonist	GALK inh	CXXC DNA block
1: O=C(c1ccc(Br)o1)N1CCN(Cc2ccc3c(c2)OCO3)CC1
  -6%	-1%	4%	25	0.3%	2	-3	18	22	0%	1%
2: CC(C)CN(Cc1c(O)ccc2c3c(c(=O)oc12)CCC3)CC(C)C
  -9%	1%	-17%	20	-0.6%	-3	7	-1	16	0%	-4%
3: Cc1cc(C)c2nc(Cl)c(CN(Cc3ccco3)C(=O)Nc3ccccc3C)cc2c1
  5%	1%	-4%	-22	-0.7%	-5	5	2	-5	0%	5%
4: Cn1c(=O)c2c(nc(Sc3ncnn3CC(=O)NC(C)(C)C)n2C)n(C)c1=O
  -14%	1%	4%	-12	0.0%	2	14	5	-1	1%	8%
5: Cc1ccc(S(=O)(=O)N2CCN(C(=O)C3COc4ccccc4O3)CC2)cc1C (stereo not given)
  19%	-2%	-15%	13	0.4%	4	8	-20	-3	-1%	-5%
6: Cn1cnnc1SCc1cccc(Br)c1
  -9%	-2%	-3%	-4	0.4%	0	10	3	1	2%	-7%
7: O=C(CNS(=O)(=O)c1ccccc1)N1CCc2ccccc2C1
  1%	0%	-22%	4	-0.8%	4	10	3	13	7%	-1%
8: O=C(Cc1ccccc1F)N1CCN(S(=O)(=O)c2ccc(Cl)cc2)CC1
  ·	-1%	·	-11	-0.2%	·	-1	-3	16	·	·
9: CC(=O)Nc1nnc(SCC(=O)NCc2ccc3c(c2)OCO3)s1
  -2%	1%	·	-1	-0.7%	·	-2	32	-1	4%	-4%
10: CCOC(=O)c1oc2ccccc2c1NC(=O)C(C)(C)C
  -1%	1%	7%	20	0.0%	1	3	-7	-8	1%	-1%
11: O=C(O)c1ccccc1C(=O)Nc1c(-c2ccccc2)nc2ccccn12
  -2%	2%	1%	-3	-0.4%	4	11	0	-3	0%	-14%
12: CC1(NC(=O)CSc2nnc(-c3c[nH]c4ccccc34)n2C2CC2)CCS(=O)(=O)C1 (stereo not given)
  ·	1%	·	9	0.6%	·	-1	-3	-2	·	·
13: CC(=O)Nc1ccc(S(=O)(=O)N2CCN(Cc3nc4sc(C)c(C)c4c(=O)[nH]3)CC2)cc1
  0%	2%	·	-18	-0.5%	2	-8	7	-1	4%	-8%
14: Cc1ccc(S(=O)(=O)N(C)CCCC(=O)Nc2ccc(F)cc2)cc1
  -1%	5%	8%	?	-0.2%	-1	-23	1	?	-1%	15%
15: Cc1ccc(S(=O)(=O)NCCc2cn3nc(C)c(C)nc3n2)cc1C
  ·	-1%	2%	-3	-0.1%	0	-9	-15	0	1%	1%
16: Cc1ccc(NC(=O)C2CCCCC2C(=O)O)cc1C (stereo not given)
  1%	3%	·	10	0.3%	7	3	-25	-1	6%	9%
17: COc1ccccc1OCCn1c(=O)n(C)c2ccccc21
  1%	2%	4%	5	-0.4%	2	-9	5	-1	-2%	0%
18: COC(=O)c1ccc(Nc2ncnc3sccc23)cc1
  ·	2%	-9%	8	3.6%	-7	0	11	?	1%	9%
19: NC(=O)c1oc2ccccc2c1NC(=O)CS(=O)(=O)c1ccccc1
  3%[0.46 µM]	3%	-12%	10	4.6%	-2	-15	-23	-2	-1%	?
20: O=C(Nc1cccc(S(=O)(=O)N2CCOCC2)c1)C1CCCN(C(=O)c2ccc(Cl)cc2)C1 (stereo not given)
  2%	-8%	·	0	-0.4%	0	2	4	5	-2%	-5%
21: O=C(CC1NCCNC1=O)Nc1cccc([N+](=O)[O-])c1 (stereo not given)
  -14%	-1%	11%	-6	0.0%	-1	-3	1	-6	8%	1%
22: Cc1ccc(NC(=O)NCc2cccnc2)cc1Cl
  ·	4%	·	-12	0.0%	·	-9	-12	6	3%	2%
23: O=C(O)c1ccc2c(c1)C(=O)N(c1cccc(S(=O)(=O)Nc3cccc(C(F)(F)F)c3)c1)C2=O
  4%	0%	?	0	-0.3%	9	0	-3	-4	0%	8%
24: COc1ccc(Cn2c(=O)[nH]c3cc(C(=O)Nc4ccccc4C)ccc32)cc1
  -3%	-1%	-2%	-23	-0.1%	1	-8	2	3	-1%	18%
25: CCCCN(C(=O)c1cccc2c(=O)c(C)c(-c3ccccc3)oc12)c1ccccc1
  -13%	-12%	0%	-18	-1.6%	5	11	-5	0	-3%	-8%
26: O=C(CSc1nnnn1C1CC1)N1CCN(Cc2ccccc2F)CC1
  ·	2%	·	10	-0.2%	·	-7	0	1	·	·
27: Cc1ccc(NC(=O)C2CCCN(c3ncccn3)C2)cc1C (stereo not given)
  -4%	6%	5%	4	-0.3%	-6	-2	24	?	-3%	-3%
28: Cc1ccc(N2C(=O)CC(N3CCc4ccccc43)C2=O)cc1Cl (stereo not given)
  2%	1%	30%	5	-0.9%	1	4	2	7	-1%	-10%
29: CC(=O)c1ccc(S(=O)(=O)N(C)CCCC(=O)N2CCN(c3ncccn3)CC2)cc1
  ·	0%	·	5	-0.3%	·	-13	2	1	·	·
30: O=C(COC(=O)COc1cccc(F)c1)Nc1nc2ccccc2s1
  ·	3%	·	-18	-0.2%	·	10	1	·	·	·
31: Cc1nn2c(NCCCN(C)C)c3c(nc2c1-c1ccccc1)CCC3
  -4%	0%	-19%	-20	-1.1%	-2	-15	0	1	-1%	9%
32: Nc1nnc(CSCc2ccc(F)cc2)s1
  6%	-1%	2%	3	-0.4%	-2	10	-20	2	-3%	11%
33: O=C(NC(C(=O)N1CCCC1C(=O)O)=C1CCCCC1)c1ccccc1 (stereo not given)
  -8%	2%	-5%	7	0.3%	0	-8	0	-2	2%	0%
34: Cc1ccc2[nH]c(=O)c(CNC(C)(C)C)cc2c1
  -4%	3%	-9%	-9	1.7%	-20	-25	11	-1	3%	1%
35: Cc1cccc(C(=O)Nc2nnc(COc3ccccc3)s2)c1
  2%	-3%	1%	0	0.3%	0	-7	·	19	14%	8%
36: C[C@H](NC(=O)c1ccccc1Cl)C(=O)OCC(=O)NNC(=O)c1cccs1
  ·	3%	·	4	0.5%	·	10	-4	1	·	·
37: CCOC(=O)C1=C(N)N2C(=O)C(C)SC2=C(C(=O)OCC)C1c1ccccc1 (stereo not given)
  -19%	3%	-10%	9	-0.8%	1	7	-4	?	-2%	10%
38: CN(C)c1oc(/C=C/c2cccs2)nc1S(=O)(=O)c1ccccc1
  ·	0%	7%	14	0.3%	0	-2	6	4	-10%	12%
39: CCc1ccccc1NC1=NCC(=O)N1Cc1ccccc1
  6%	3%	2%	-18	-1.0%	0	-13	2	11	6%	2%
40: CC1=C(C(=O)Nc2ccccc2C)C(c2cccs2)NC(=S)N1 (stereo not given)
  -5%	3%	5%	8	0.0%	2	-4	-1	-1	0%	16%
